# KDM5B inh: Primary screen for KDM5B Histone Demethylases FDH-coupled qHTS. 220,000 tested, 2.6% active. AID 1347165, 2019. KDM5B demethylase, FDH-coupled NADH fluorescence (FDH is formaldehyde dehydrogenase). Potency, µM (top dose mostly 57.7 µM), for the others: top-dose activity change, negative = inhibition, actives largely listed as inhibitors; active = well fitted inhibition curve with a large enough effect; inconclusive = small, poorly fitted or top-dose-only effect; inactive = no such curve, though single readings can be large or run the other way; also: 0% is about no effect; nearly all actives have a fitted effect of over 70% in size
# Target sequence (Q9UGL1 whole entry, looked up): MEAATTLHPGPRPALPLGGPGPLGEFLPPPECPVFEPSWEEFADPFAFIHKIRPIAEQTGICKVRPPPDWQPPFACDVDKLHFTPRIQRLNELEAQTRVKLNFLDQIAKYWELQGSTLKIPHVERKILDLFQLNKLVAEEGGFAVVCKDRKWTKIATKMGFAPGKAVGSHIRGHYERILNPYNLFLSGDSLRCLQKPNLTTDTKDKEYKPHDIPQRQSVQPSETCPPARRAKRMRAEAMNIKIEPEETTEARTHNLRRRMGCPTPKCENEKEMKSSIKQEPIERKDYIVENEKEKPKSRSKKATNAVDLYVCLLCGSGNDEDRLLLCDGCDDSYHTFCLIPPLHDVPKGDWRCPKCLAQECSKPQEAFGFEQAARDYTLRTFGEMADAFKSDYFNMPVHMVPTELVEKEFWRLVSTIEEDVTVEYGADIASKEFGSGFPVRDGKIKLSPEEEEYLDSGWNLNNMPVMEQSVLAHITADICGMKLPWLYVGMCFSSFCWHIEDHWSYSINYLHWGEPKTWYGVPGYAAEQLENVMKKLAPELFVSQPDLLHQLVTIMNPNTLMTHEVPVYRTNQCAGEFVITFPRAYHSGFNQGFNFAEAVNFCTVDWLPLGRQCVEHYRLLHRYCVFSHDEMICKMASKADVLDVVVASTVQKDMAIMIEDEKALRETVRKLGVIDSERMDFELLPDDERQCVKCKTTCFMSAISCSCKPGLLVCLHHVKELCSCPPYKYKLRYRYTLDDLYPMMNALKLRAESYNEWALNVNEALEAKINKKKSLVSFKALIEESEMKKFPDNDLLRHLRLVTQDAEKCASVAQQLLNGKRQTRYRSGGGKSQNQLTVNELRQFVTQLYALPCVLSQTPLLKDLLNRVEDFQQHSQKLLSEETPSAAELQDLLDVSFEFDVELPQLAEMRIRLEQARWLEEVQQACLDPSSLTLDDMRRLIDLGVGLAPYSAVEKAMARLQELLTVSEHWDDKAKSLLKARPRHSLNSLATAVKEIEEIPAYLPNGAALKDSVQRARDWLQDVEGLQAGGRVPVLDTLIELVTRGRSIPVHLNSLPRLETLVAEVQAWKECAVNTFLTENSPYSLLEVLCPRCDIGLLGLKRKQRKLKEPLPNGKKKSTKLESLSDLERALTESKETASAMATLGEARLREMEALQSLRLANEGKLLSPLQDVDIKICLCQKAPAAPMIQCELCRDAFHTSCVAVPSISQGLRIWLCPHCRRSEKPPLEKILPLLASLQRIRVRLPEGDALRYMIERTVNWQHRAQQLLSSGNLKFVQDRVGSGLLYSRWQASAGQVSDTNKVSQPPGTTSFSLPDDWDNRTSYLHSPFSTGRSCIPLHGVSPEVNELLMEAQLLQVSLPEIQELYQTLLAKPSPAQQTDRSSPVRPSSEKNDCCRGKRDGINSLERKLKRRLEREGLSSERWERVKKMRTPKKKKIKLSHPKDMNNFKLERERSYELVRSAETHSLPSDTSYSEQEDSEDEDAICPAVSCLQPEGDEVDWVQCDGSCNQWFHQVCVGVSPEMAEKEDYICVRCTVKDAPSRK
#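 Compound dilutions met 200 nM (final) KDM5BΔAP for 10 min at room temperature before substrate addition. The substrate mix held 12.5 µM H3K4me3 with cofactors 25 µM α-ketoglutarate and 50 µM Fe²⁺. NADH signal gain over 30 min defined activity.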
# The depositor's hits bear a star; ? = inconclusive; ! = not active in a repeat; [ ] = remark or other dose. Potency is read from the fitted curve at half-maximal effect. Some of the compounds tested (hit frequency here may not be typical).
SMILES,KDM5B inh
Cc1ccc(C(=O)COC(=O)CCC(=O)Nc2cc(C(F)(F)F)ccc2Cl)cc1[N+](=O)[O-],15%
Cc1ccc(CCNC(=O)c2cc3c(s2)-c2ccccc2OC3)cc1,13%
Cc1cccc(Nc2nc(-c3ccccc3)cs2)c1C,-9%
CCCCN(CC)C(=O)CSc1nc2ccccc2c(=O)n1Cc1ccco1,-19%
CN(CC1CC1)C(=O)c1cc(=O)[nH]c2ccc(S(=O)(=O)Nc3ccc(F)cc3)cc12,0%
N#Cc1ccc(OCCn2nc(C(=O)O)c3ccccc3c2=O)cc1,9%
CC(=O)Nc1ccc(SCC(=O)c2ccccc2)cc1,-16%
OC(c1cc2n(n1)CCN(Cc1cc(C3CC3)on1)C2)C1CC1 (stereo unspecified),-21%
O=C(/C=C/c1ccccc1O)c1ccc(Br)cc1,?
CC1CCN(CC(=O)N2CCN(S(=O)(=O)c3ccc(F)c(F)c3)CC2)CC1,-14%
COc1cc(-c2c(NC(=O)c3ccc(C)cc3)oc3ccccc3c2=O)cc(OC)c1OC,5%
N#Cc1cc2c(nc1SCC(=O)NCCc1ccccc1)CCCC2,0%
CC(Sc1ccc(Cl)cc1)C(=O)OCc1nc(N)nc(Nc2ccccc2)n1 (stereo unspecified),-15%
O=C(c1ccc(F)cc1)N1CCC(N2CC3CC(C2)[C@H]2CCCC(=O)N2C3)CC1 (stereo partly specified),10%
COc1ccc(CN2CCCC(C(=O)c3cccc(OC(C)C)c3)C2)cc1Cn1cccn1 (stereo unspecified),-17%
c1ccc(OCc2nc(C3CCCNC3)no2)cc1 (stereo unspecified),-4%
COc1ccc(CCNC(=O)c2ccc(Cn3c(SCC(=O)NCCC(C)C)nc4cc5c(cc4c3=O)OCO5)cc2)cc1OC,-4%
CCc1ccc(NC(=O)c2ccccc2SCC(=O)NCc2ccco2)cc1,-20%
CCC(C)NC(=O)Cn1c(=O)n(Cc2ccc(C(=O)NCc3ccc(C)cc3)cc2)c(=O)c2ccccc21 (stereo unspecified),-23%
CN(C)c1ccc(NC(=O)c2ccc(N)cc2)cc1,-2%
Cc1ncccc1C(=O)N1CCC2(CC1)CC(N(Cc1ccc(F)cc1)C1CC1)CCO2 (stereo unspecified),10%
CCc1cc(=O)n(CC(=O)Nc2ccc(C)cc2C)c(-c2ccccc2)n1,4%
O=[N+]([O-])/C=C/c1ccc(-c2ccccc2)o1,?
COc1ccc(CCNC(=O)CC(c2ccccc2OC)c2c[nH]c3ccccc23)cc1OC (stereo unspecified),-5%
O=C1COc2ccc(-c3ccc4c(c3)OCO4)nc2CN1Cc1ccc(C(F)(F)F)cc1,32µM*
SMILES,KDM5B inh
CCOc1ccc(C2(c3cccc(F)c3)CCCCC2)cc1,-14%
COc1nccnc1NC1CCN(C(=O)c2cccc(C)c2)CC1,32µM*
COC(=O)c1ccc(NC(=O)C(=O)NCC(c2cccnc2)N2CCc3ccccc32)cc1 (stereo unspecified),22%
COc1ccc(NC(=O)Nc2ccc(C)c(OCc3cc(=O)n4ccccc4n3)c2)cc1OC,7%
CNS(=O)(=O)c1cn(CC(=O)N2CCN(c3ccc(OC)cc3)CC2)cc1S(=O)(=O)NC,-23%
COc1ccc(-c2cc(-c3ccc(N4CCOCC4)nc3)cn3cncc23)cn1,8.9µM*
Cc1nn(-c2ccccc2)c(C)c1CCC(=O)N1CCN(S(=O)(=O)c2ccccc2C#N)CC1,-6%
CNC(=O)[C@@H]1C[C@H](Oc2ccccc2)CN1C(=O)c1ocnc1C,37%[activator]
COc1cccc(CCC(=O)N2CCC(Cc3nc(-c4ccccc4)no3)CC2)c1,-16%
Clc1ccc(C2Cn3nnc(-c4nc(-c5ccccc5Cl)no4)c3CO2)cc1 (stereo unspecified),-23%
COc1ccc(-c2cc(-c3cnn(C)c3)cn3cncc23)cc1,35µM*
Cc1[nH]c(=O)[nH]c(=O)c1S(=O)(=O)Nc1ccccc1Cl,-5%
O=C(Nc1ccc(Cn2cncn2)cc1)c1csc(NC2CCCC2)n1,-11%
COc1ccc(CCNC(=O)Cn2cc(C(=O)c3ccccc3)c(=O)c3ccc(C)nc32)cc1OC,8%
Cc1ccc(CNC(=O)c2ccccc2NC(=O)Cn2cnc3c2c(=O)n(C)c(=O)n3C)cc1,-1%
CC(C)NC(=O)NCC1Cn2cccc2CN1C (stereo unspecified),?
Cc1csc2nc(NC(=O)c3ccccc3)sc(=O)c12,252%[activator]
O=C(c1cn(C2CNC2)nn1)N1CCCC1,-33%
COc1cc2ccccc2cc1C(=O)Nc1ccc(NC(=O)c2cccs2)cc1,?
Cc1cc(=O)oc2cc(OCC(=O)OCC(=O)Nc3ccccc3C(C)C)ccc12,-8%
O=C(Nc1ccccc1F)N1CC2CCC(C1)N2CC1CCCC1,8%[149 µM]
COC(=O)CNC(=O)c1cc(-c2ccco2)nc2ccccc12,?
CCCCOc1ccc(Cc2cnc(N)nc2N)cc1,20%
Nc1c(Cl)cc(Nc2ncccc2[N+](=O)[O-])cc1Cl,-9%
CC(C)c1cccc(NC(=O)CN2C(=O)C(c3ccccc3)=NC2(C)C)c1,-23%
SMILES,KDM5B inh
CCN1CCN(c2ccc(C(=O)N3CCC(N4CCOCC4)CC3)cn2)CC1,-30%
CC(C)C[C@@H]1COc2cc(Br)ccc2S(=O)(=O)N1Cc1cn(Cc2ccccc2)nn1,1%
Cc1ccc2oc(-c3ccc(C)c(NC(=O)c4ccccc4[N+](=O)[O-])c3)nc2c1,-6%
O=C(NC1CCC(O)CC1)C1CCCN(c2nc(-c3ccccc3)nc3c2CCC3)C1 (stereo unspecified),-13%
Cc1cc(C)n(CC(=O)N2CCN(Cc3ccccc3)CC(O)C2)c(=O)n1 (stereo unspecified),-8%
COc1ccc(CC(=O)N2N=C(c3ccc(F)cc3)CC2(O)C(F)(F)F)cc1 (stereo unspecified),-16%
C[C@@H]1CN(Cc2nc3c(n2Cc2ccccc2)C(=O)N(CCOc2ccccc2)CCN3)C[C@H](C)O1,0%
Cn1c(CCc2cccc(NC(=O)c3ccc(C#N)cc3)c2)nc2ccccc21,3%
Cc1nn2c(-c3ccco3)ccnc2c1-c1ccc(Cl)cc1,2%
CCc1ccccc1NC(=O)CN(C)C(=O)COc1ccc2oc3c(c2c1)CCCC3,7%
COc1ccccc1N1CCN(CCC(=O)N(C)Cc2ccccc2)CC1=O,-10%
CSCc1ccc(C(=O)Nc2ccccc2F)o1,-9%
COc1ccc(NC(=O)C2(C)CN(C)Cc3ccc(Nc4cccc(OC)c4)nc32)cc1 (stereo unspecified),14µM*
Cc1cc(C)c2cc(C(=O)N3CCC(C(=O)NCc4ccccc4)CC3)[nH]c2c1C,-8%
COc1cccc(C(=O)NCc2nc(-c3ccccc3)no2)c1OC,-18%
Cc1cccc(N(C)C(=O)CN2C(=O)NC3(CCCCC3)C2=O)c1,-12%
CN1CCC(NC(=O)C2(C)CCCc3cnc(NCc4ccccc4)nc32)CC1 (stereo unspecified),22µM*
CCOc1ccc(OCC)c(S(=O)(=O)n2nnc3ccccc32)c1,12%
Fc1ccc(C2Cc3ccccc3N2)cc1 (stereo unspecified),?
CCN(CC)c1ccc(CN(C(=O)Cc2coc3ccc(C)cc23)C2CCS(=O)(=O)C2)cc1 (stereo unspecified),20%
Cc1nc(CNC(=O)c2cc(S(N)(=O)=O)ccc2F)cc(=O)[nH]1,28%
O=C(C[C@H]1NC(=O)c2ccccc2NC1=O)NCCc1c[nH]c2ccc(F)cc12,6%
COC(=O)C1=C(N)OC2=C(C(=O)CC(C)(C)C2)C1c1cccc(Cl)c1 (stereo unspecified),11%
CCOc1ccc(CC(=O)NCCc2csc(-c3ccc(C(F)(F)F)cc3)n2)cc1,2%
CCOc1ccccc1NC(=O)c1cc2c(N3CCSCC3)nc(C)cn2n1,28µM*
SMILES,KDM5B inh
O=C1[C@@H]2C[C@@H](CN2Cc2cccc(Cl)c2)Oc2ccccc2N1CC1CC1,9%[86.2 µM]
CCn1cc(S(=O)(=O)Nc2cccnc2)cn1,-6%
COc1ccc(CN2CC[C@H](c3nnc(-c4ccccc4)o3)C2)cc1,-10%[86.2 µM]
COc1ccc(C(=O)N[C@@H]2CCC[C@@H]2C(=O)NCCC(C)C)cn1,-13%
Cc1[nH]c(=O)c(C#N)c(C)c1CSc1ncccn1,-20%
COc1ccc(S(=O)(=O)N2CCCC(Cn3c(C4CC4)nc4cccnc43)C2)cc1 (stereo unspecified),-13%
CN1[C@@H](CCC(=O)NCc2cccnc2)CNC(=O)[C@@H]2[C@H]1CCN2Cc1cccc(Cl)c1,-30%
COc1ccc(NC(=O)C2=C(C)Nc3ncnn3C2c2sccc2C)cc1 (stereo unspecified),-25%
CC(C)CCn1c(=O)c2sccc2n2c(CCCC(=O)NC3CCC(C)CC3)nnc12 (stereo unspecified),-18%
Cc1ccc(OCC(=O)Nc2ccc3c(c2)CCC3)c(C(=O)c2cc(C#N)c(=O)n(C3CC3)c2)c1,9%
Cn1c(=O)c2c(nc(SCC(=O)N3CCOCC3)n2Cc2ccccc2F)n(C)c1=O,9%
CCCSc1ncc(Cl)c(C(=O)Nc2c(C(=O)c3ccc(F)cc3)oc3ccccc23)n1,1%
CC(=O)NC1CCCc2c1[nH]c1ccc(F)cc21 (stereo unspecified),?
O=S1(=O)CC2SC(=S)N(c3ccccc3)C2C1 (stereo unspecified),11%
CCC(=O)N1CCc2cc(Br)cc(S(=O)(=O)CCC(=O)N3CCN(c4ccccc4F)CC3)c21,-5%
CCCN(CC#N)CC(=O)NC(=O)NC(C)(C)C,20%
CCOc1ccccc1CN1CCn2c(nnc2[C@@H]2C[C@@H](O)CN2Cc2cccnc2)C1,?
O=[N+]([O-])c1cccc(-c2noc([C@@H]3C[C@@H](O)CN3Cc3cccnc3)n2)c1,?
c1coc(-c2nc3ncccc3[nH]2)c1,32µM*!
Cc1ccc2nc(CO[C@H]3CN(C(=O)C4CCOCC4)C[C@H]3F)[nH]c2c1,-5%[86.2 µM]
O=S(=O)(Nc1nc2ccccc2nc1NCc1ccccc1Cl)c1cccc2nsnc12,3%
CCN1CC(c2ccccc2)CC2(CCN(C(=O)N3CCCC3)CC2)C1 (stereo unspecified),-22%
Cc1ccc(CNC(=O)c2nc(SCc3ccc(F)cc3)ncc2Cl)cc1,-18%
Cn1ccnc1C(NC(=O)c1nn(C)c(=O)c2ccccc12)c1ccc(Cl)cc1 (stereo unspecified),10%
CCOc1ccc(C(=O)NC2CCN(c3cn[nH]c(=O)c3)CC2)cc1,14%

# Among those listed so far, these have two or more sulfur atoms.
SMILES,KDM5B inh
CNS(=O)(=O)c1cn(CC(=O)N2CCN(c3ccc(OC)cc3)CC2)cc1S(=O)(=O)NC,-23%
Cc1csc2nc(NC(=O)c3ccccc3)sc(=O)c12,252%[activator]
O=S1(=O)CC2SC(=S)N(c3ccccc3)C2C1 (stereo unspecified),11%
O=S(=O)(Nc1nc2ccccc2nc1NCc1ccccc1Cl)c1cccc2nsnc12,3%

# 4 entries from above, ordered by molecular weight, low to high.
SMILES,KDM5B inh
COc1ccc(CN2CC[C@H](c3nnc(-c4ccccc4)o3)C2)cc1,-10%[86.2 µM]
O=C1[C@@H]2C[C@@H](CN2Cc2cccc(Cl)c2)Oc2ccccc2N1CC1CC1,9%[86.2 µM]
Cn1ccnc1C(NC(=O)c1nn(C)c(=O)c2ccccc12)c1ccc(Cl)cc1 (stereo unspecified),10%
CCOc1ccccc1CN1CCn2c(nnc2[C@@H]2C[C@@H](O)CN2Cc2cccnc2)C1,?

# (continued)
SMILES,KDM5B inh
CN1CCN(CC(C)(CN)c2ccccn2)CC1 (stereo unspecified),61%[activator][149 µM]
Cc1nn2c(c1-c1ccccc1[S+](C)(=O)[O-])N(CCC(C)C)CCC2,22µM*
O=C(Nc1ccc2oc(-c3cccc(Br)c3)nc2c1)c1cccs1,-12%
Cc1sc2c(c1C)c(=O)n(-c1ccc(Cl)cc1)c(=O)n2Cc1cc(=O)n2cc(Br)ccc2n1,-8%
Cc1ccc(C#N)c(N2CC[C@@H](c3ccc4c(c3)OCO4)[C@H](O)C2)n1,28µM*
N#Cc1ccc(OCC(=O)c2ccc3c(c2)CCCC3)cc1,19%
CSc1ccc(CNC(=O)c2sc3ncnc(N(C)C4CCCCC4)c3c2C)cc1,?
O=C(CSc1nnc(-c2ccc(Cl)cc2)n1CC1CCCO1)Nc1ccc2c(c1)OCO2 (stereo unspecified),6%
CN(C)c1ccc(NC(=O)c2ccc3ccccc3c2)cc1,9%
COc1ccc(-c2n[nH]c3c2CC(=O)N(Cc2ccccn2)C3)cn1,?
COc1cccc(-n2c(SCC(=O)c3ccc(Cl)cc3)nc3c([nH]c4ccccc43)c2=O)c1,?
N#Cc1cccc(CN[C@H]2[C@H](O)[C@H](O)C[C@@H]2c2cccnc2)c1,-6%[86.2 µM]
CCc1ccc(OCC(=O)Nc2ccc(S(=O)(=O)Nc3ccccc3)cc2)c(Br)c1,-17%
CCN(C(=O)CSc1nnc(-c2ccncc2)o1)c1ccccc1,6%
O=C(NC1CCN(C(=O)N2CC3CC(C2)[C@H]2CCCC(=O)N2C3)CC1)c1ccncc1 (stereo partly specified),12%
COc1ccc(C(=O)N/C(=C/c2ccc(Cl)cc2)C(=O)Nc2ccc(C(=O)O)cc2)cc1,14%
CC1(C(=O)c2ccccc2)C(c2ccccc2)C1(C#N)C(N)=O (stereo unspecified),-4%
O=C(O)C[C@@H]1CCN(C(=O)c2ccc(C(F)(F)F)cc2)C[C@@H]1CCN1CCOCC1,-25%[86.2 µM]

# Another view of part of the listing above.
SMILES | KDM5B inh
Cc1nn2c(c1-c1ccccc1[S+](C)(=O)[O-])N(CCC(C)C)CCC2 | 22µM*
O=C(Nc1ccc2oc(-c3cccc(Br)c3)nc2c1)c1cccs1 | -12%
Cc1sc2c(c1C)c(=O)n(-c1ccc(Cl)cc1)c(=O)n2Cc1cc(=O)n2cc(Br)ccc2n1 | -8%
Cc1ccc(C#N)c(N2CC[C@@H](c3ccc4c(c3)OCO4)[C@H](O)C2)n1 | 28µM*

# Screens from PubChem.
